# NPY-Y2 PAM-ag – potentiators or agonists of human neuropeptide Y receptor Y2; P49146; cells expressing NPY-Y2, potentiator/agonist read-out; activation, % at 3.6 µM; 220,000 compounds, 0.45% hits; AID 1359; in the data active means activation above about 27%;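 further: cells stimulated with NPY near EC25 plus isoproterenol at EC100; 0% = vehicle plus submaximal agonist and 100% = vehicle plus saturating agonist; some results beyond the cut were filed as inactive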
# eIF4E 4G PPI – eIF4E/eIF4G interaction inhibition in translation initiation. 220,000 compounds, 0.37% hits. P63073+Q04637. inhibition, % at 21.7 µM. TR-FRET eIF4E-eIF4GI(517-606) binding, 2 h;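 active means inhibition above about 30%, limit read from the data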;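 further: 0% = full FRET control wells and 100% = background wells lacking eIF4GI fragment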
# NPY Y1 blocker – blocks the human neuropeptide Y Y1 receptor | inhibition, % at 3.6 µM | 200,000 compounds, 1% hits | P25929 | HEK293-CNG Y1 cells, membrane potential fluorescence; NPY at EC95, then isoproterenol | AID 1040;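 active means inhibition above the campaign mean inhibition of all tested compounds plus 3 SD, cut at about 20% in these data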;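 further: 0% = DMSO wells given NPY plus isoproterenol and 100% = isoproterenol alone without NPY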
# Target sequence (P25929 whole entry, looked up): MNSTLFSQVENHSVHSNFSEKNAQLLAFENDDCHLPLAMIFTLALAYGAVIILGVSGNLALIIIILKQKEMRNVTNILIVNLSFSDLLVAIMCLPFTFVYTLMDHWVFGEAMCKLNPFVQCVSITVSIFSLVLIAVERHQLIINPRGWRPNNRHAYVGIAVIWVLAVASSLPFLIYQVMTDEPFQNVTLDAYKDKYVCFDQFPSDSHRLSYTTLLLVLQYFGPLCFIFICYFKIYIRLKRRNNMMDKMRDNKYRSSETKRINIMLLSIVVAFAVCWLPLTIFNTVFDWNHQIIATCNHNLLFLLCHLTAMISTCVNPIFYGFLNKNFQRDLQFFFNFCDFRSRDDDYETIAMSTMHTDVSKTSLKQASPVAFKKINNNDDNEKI
#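 Material: Y1- and CNG-channel-expressing HEK293 cells / Probe or stimulus: NPY 25 nM then isoproterenol 1 µM plus Ro 20-1724 25 µM / Doses: 3.6 µM single dose, DMSO 0.4% / Schedule: compound incubation 1 h at room temperature, readout 45 min post-stimulation / Signal: membrane potential fluorescence / Benchmarks: isoproterenol-only wells as full block versus NPY-plus-isoproterenol wells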
# NPY1 pot ag – potentiators or agonists of human neuropeptide Y receptor Y1. P25929. NPY-Y1 expressing cells, potentiator/agonist activation. activation, % at 3.6 µM. 220,000 compounds, 0.37% hits; in the data active means activation above about 33%, passing the limit was not always enough;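 further: cells stimulated with NPY at EC10 then isoproterenol at EC100; 0% = low agonist plus stimulus and 100% = saturating agonist plus stimulus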
# EP2 modulator – EP2 receptor (human) modulation; P43116; EP2-expressing cells, cAMP HTRF FRET, PGE2 co-stimulation; induction, % at 25 µM; 260,000 compounds, 0.83% hits; AID 940;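 active means compounds whose cAMP rise, as percent of the full-agonist control response, exceeds 60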;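 further: rat C6 glioma line stably carrying human EP2 under a CMV promoter; the protocol text gives 20 µM as final concentration; 100% = response of wells given 1 µM PGE2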
# S1P4 antag – blocks the human S1P4 receptor; inhibition, % at 4.98 µM; AID 1510; 220,000 compounds, 0.26% hits; S1P4-expressing cells, antagonist mode, reporter read-out; O95977; in the data active means inhibition above about 29%;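 further: 0% = wells stimulated with agonist and 100% = vehicle wells without agonist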
# Target sequence (O95977 whole entry, looked up): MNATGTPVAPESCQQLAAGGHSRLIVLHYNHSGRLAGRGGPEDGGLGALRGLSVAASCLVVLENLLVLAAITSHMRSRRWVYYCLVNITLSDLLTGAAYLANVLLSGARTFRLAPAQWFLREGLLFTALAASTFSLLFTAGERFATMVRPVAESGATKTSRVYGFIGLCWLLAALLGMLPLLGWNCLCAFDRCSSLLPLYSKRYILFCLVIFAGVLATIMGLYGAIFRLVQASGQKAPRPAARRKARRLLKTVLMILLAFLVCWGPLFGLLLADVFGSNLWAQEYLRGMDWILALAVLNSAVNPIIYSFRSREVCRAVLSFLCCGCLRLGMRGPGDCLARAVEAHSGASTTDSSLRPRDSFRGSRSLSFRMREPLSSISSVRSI
# EP2 antag – inhibitors of human EP2 prostaglandin E2 receptor; P43116; C6 glioma cells expressing human EP2, cAMP TR-FRET; cells stimulated with saturating PGE2; inhibition, % at 25 µM; 260,000 compounds, 0.52% hits; AID 1422;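 active means percent inhibition above 40 after rounding to a whole number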;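 further: rat C6 glioma host cells with rolipram phosphodiesterase inhibitor present; the protocol text gives 20 µM as final concentration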
# p97 inhibitor – human p97 ATPase inhibition; recombinant p97 ATPase, Kinase-Glo ATP luminescence, 3 h; inhibition, % at 8 µM; AID 1481; 220,000 compounds, 0.42% hits; in the data active means inhibition above about 15%;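 further: 0% = DMSO vehicle and 100% = wells lacking enzyme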
# S1P4 agonist – agonists of human S1P4 receptor | O95977 | activation, % at 4.98 µM | 220,000 compounds, 0.35% hits | S1P4-expressing cell line, agonist reporter assay | AID 1509; in the data active means activation above about 11%;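 further: 0% = DMSO vehicle and 100% = reference agonist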
# * marks the source's active call; other numbers are inactive results; . = not tested or not shown; & = joins results of further samples; [ ] = dose if it differs, or a comment. The list is partial. The share of hits here may be higher or lower than overall.
smiles	S1P4 antag	EP2 antag	NPY1 pot ag	EP2 modulator	NPY Y1 blocker	NPY-Y2 PAM-ag	p97 inhibitor	eIF4E 4G PPI	S1P4 agonist
COc1ccc(C)cc1NC(=O)CCS(=O)(=O)c1cccc2nonc12	-4	4	-12	-24	-2	-13	-3	-9	4.2
CCS(=O)(=O)Nc1ccc(-c2cc(-c3ccccc3)c3cc(C)ccc3n2)cc1	18	5	4	30	-1	-11	-4	5[fluorescence artefact?]	-0.5
CCSc1nc2c(c(=O)[nH]1)C(c1cccnc1)C(C(=O)OC(C)C)=C(C)N2 (configuration not stated)	-11	8	-12	8	11	-17	-4	8[fluorescence artefact?]	-0.1
Cc1nn(C(=O)N2CCOCC2)c(C)c1CN1C(=O)c2ccccc2C1=O	-14	10	8	.	-1	-7	1	.	2.4
COc1ccc(C(C)=O)c(Oc2nc(CN3CCOCC3)nc3scc(-c4cccs4)c23)c1	-1	8	-9	19	15	-12	-8	-16	1.1
Oc1[nH]c(=S)sc1/C=C1\C(c2ccccc2)=Nc2ccccc21	-33	15	3	0	1	-13	23*	1[fluorescence artefact?]	1.3
COc1ccc(NC(=O)c2cccc(S(=O)(=O)N3CCOCC3)c2)cn1	3	12	16	-23	5	-8	3	2	-0.1
O=C(CNS(=O)(=O)c1cccs1)Nc1ccc2c(c1)OCCO2	-3	11	-19	-16	0	-15	-4	-5	-0.1
CCN(Cc1ccccc1)c1ccc(/C=N/NS(=O)(=O)c2ccc(C)c([N+](=O)[O-])c2)cc1	-21	6	-15	25	-2	-3	-1	3[fluorescence artefact?]	3.5
C=C(Cl)COC(=O)C1C2C=CC(C2)C1C(=O)O (configuration not stated)	-4	8	-6	34	3	-6	1	-4	5.0
C=CCOc1ccc(Br)cc1/C=C1/SC(=Nc2ccc(C(=O)O)cc2)NC1=O	-5	2	-12	12	-1	1	-1	4	0.2
Cc1ccc(CN2C(=O)CSc3ccc(C(=O)NCCN4CCOCC4)cc32)cc1	-11	16	-7	5	5	6	2	3[fluorescence artefact?]	1.1
CCCN1C2CCCC1CC(NC(=O)Nc1ccc(C(C)C)cc1)C2 (configuration not stated)	-15	9&2	14	-73&-39	-7	34*	3	0	-3.2
O=C(NNc1c(Cl)cncc1Cl)c1sccc1Cl	3	13	19	-19	.	16	0	0	0.9
Cc1c(-c2cccc(NC(=O)c3cccs3)c2)nc2ncccn12	-1	10	-7	-23	1	-6	4	14[fluorescence artefact?]	-2.4
CCOc1cccc(NC(=O)c2cnccc2C(F)(F)F)c1	-10	3	-2	-6	.	4	1	-3	0.4
COc1ccccc1NC(=O)c1sc(NC(=O)c2ccco2)c(C#N)c1C	2	10&28	-9	32&1	2	9	5	1[fluorescence artefact?]	0.9
c1ccc(-c2nn3c(-c4ccco4)nnc3s2)nc1	-3	26	-5	12	3	-16	4	2	-0.9
CC(C)N1CCN(Cc2ccc(-c3ccccc3Cl)o2)CC1CCO (configuration not stated)	3	2	-16	-21	12	-9	-2	-3	0.9
O=C(c1ccc(Cl)cc1)N1CCCCC(Cl)C1=O (configuration not stated)	-7	5	-14	-5	-3	-3	-2	-4	-2.2
CCN(CC)c1ccc(CNc2nc3ccccc3n2C)cc1	1	8	-15	9	.	-6	3	-2	-1.7
Cc1cc(-c2nnc3n2N=C(c2ccccc2)CS3)n[nH]1	10	13	-8	-14	.	-15	-1	-1	0.0
CCOCCCn1c(SCC(=O)/C(C#N)=C(\C)N)nc2ccccc2c1=O	-17	3	-27	-6	-1	1	6	-8	3.9
Nc1no[n+]([O-])c1-c1ccccc1	-1	6	-1	4	-5	-1	1	9	0.6
Nc1cc(Cl)ccc1Oc1ccccc1	8	6	-4	39	4	-11	-1	-3	1.4
Cc1ccc2c(c1)C1CN(C)CCC1N2C(=O)c1ccccc1NS(=O)(=O)c1ccc(F)cc1 (configuration not stated)	-17	11	2	4	3	-12	-4	6	2.5
Cc1ccc(C)c(NC(=S)N/N=C2\CCc3ccccc32)c1	-3	2	5	-19	.	-20	1	-6	1.3
O=C(Cc1ccccc1)Nc1ccc(NC(=O)C2CC2)nc1	-15	11	9	-11	-8	7	3	-4[fluorescence artefact?]	1.0
CNc1nc(SC)nc2ccccc12	-44	5	-5	-43	5	-5	2	4	1.9
Cc1ccc(C)c(OCC(=O)N/N=C\c2cccn2C)c1	0	14	-3	-48	1	-4	2	-2	-0.3
CC(=O)Nc1c(C(=O)N2CCCCCC2)cnn1-c1ccccc1	14	9	19	11	2	8	2	-8[fluorescence artefact?]	-0.4
Cc1ccc(CNC(=O)c2ccccc2NC(=O)CSc2nnnn2C)cc1	10	7	-15	25	14	-33	-8	-2	0.1
COc1ccc(C2C(C#N)=C3NC(=O)c4c(sc5c4CCCCC5)N3C3=C2C(=O)CC(C)(C)C3)cc1 (configuration not stated)	9	8	-11	11	0	-6	1	-7	-1.5
COc1ccc(C2C(=O)N(C3CCCCCC3)CC(=O)N2Cc2ccccc2)cc1OC (configuration not stated)	-6	7	-29	9	-10	4	-4	7	-3.9
O=C(Nc1ccon1)c1csc2c1CCCC2	-17	9	-3	-13	-2	9	2	-15	-1.7
CCOC(=O)C1CCN(c2c(NCCN3CCN(c4ccccc4)CC3)c(=O)c2=O)CC1	-1	7	4	2	2	1	3	1	2.7
NC(=O)COC(=O)CC(c1ccccc1)c1ccccc1	-9	8	8	-15	1	13	2	1	0.6
Cc1cccc(-c2c3c(=O)n(C)c(=O)n(C)c3cn2-c2ccc(O)cc2)c1	-8	8	-13	.	2	0	4	.	0.8
O=C(C1=C(O)C(=O)N(Cc2ccccc2)C1c1ccco1)c1ccco1 (configuration not stated)	5	13&12	0	20&32	2	-7	-8	0	-0.2
O=C(COC(=O)c1cc2ccccc2oc1=O)Nc1ccc(F)cc1F	4	13	-12	-13	.	5	0	-1	0.6
Cc1ccc2cc(CN(Cc3ccc(F)cc3)Cc3nnnn3C3CCCC3)c(=O)[nH]c2c1	4	3	5	57	14	0	1	-3	-0.9
O=C(O)CCCc1c(-[n+]2ccccc2)[nH]c2ccccc12	-3	4	-2	-1	1	-3	4	-3	0.7
NC(=O)c1oc2ccccc2c1NC(=O)C1COc2ccccc2O1 (configuration not stated)	-4	9	15	0	-5	5	4	3	4.0
COCn1ccnc1C(O)(c1ccc(OC)cc1)c1ccc(OC)cc1	-7	3	-4	16	-2	-3	0	4	1.3
O=c1cc(O)c(-c2cccc(C(F)(F)F)c2)c(Cl)[nH]1	-8	11	-3	-4	3	-5	0	-1	0.0
CC(=Nc1ccc(C)cc1C)c1sc2ccccc2c1O	9	4	3	37	2	2	-1	-3	-1.1
COc1ccc(OC)c(-c2csc(N(C)C(=O)Cc3ccccc3)n2)c1	-9	5	3	10	0	-9	-1	-4	-0.5
CC(C)(C)c1ccc(OC(=O)Cn2c(C(F)(F)F)nc3ccccc32)cc1	-12	.	-16	-11	2	-8	-3	-11	-3.5
COc1ccc(CNC(=O)CCNS(=O)(=O)c2ccc(C)cc2)cc1	-17	10	-1	-7	0	-12	1	-9	-2.7
O=C(O)CSC(=S)N1CCCCC1	-3	6	-2	-1	1	6	9	-5	-2.2
CC1CCCCC1NC(=S)Nc1ccc(SC(F)F)cc1 (configuration not stated)	-7	16	12	-36	1	0	-3	1	2.3
CCc1nc(SCC(=O)NCc2ccco2)c2c(=O)n(C)c(=O)n(C)c2n1	-14	13	-3	18	-4	-10	-2	-4	-1.1
Cc1ccc(-n2c(O)c(/C=C3/C(c4ccccc4)=Nc4ccccc43)c(=O)[nH]c2=O)cc1	3	35	7	-20	2	-2	8	-8	0.2
COc1ccc(-c2noc(CN3CCN(c4ccccc4)CC3)n2)cc1	-16	7	-30	-44	7	-31	-12	1	1.3
COC(=O)NC(=S)N1CCOCC1	-10	10	9	10	-5	8	3	7	1.1
O=C(Nc1ccccc1C(=O)N1CCCC1)c1ccc(Cl)c([N+](=O)[O-])c1	18	3	35	-13	-12	28*	-5	2	-1.2
Cc1onc(-c2c(Cl)cccc2Cl)c1C(=O)Nc1ccc2c(c1)OCO2	-5	8	-5	-3	1	5	3	17[fluorescence artefact?]	-0.6
CC(C)Cn1cc(C(=O)NC2CCN(Cc3ccccc3)CC2)c2c3ccccc3n(C)c2c1=O	3	.	-7	-6	-3	-5	-4	4	0.8
O=C(Cc1ccc(Cl)cc1)NNC(=O)Nc1cccc2ccccc12	-2	9	-11	-22	0	-8	-3	3	0.3
O=C(CSc1nc(SCC(=O)NCc2ccccc2)n(-c2ccccc2)n1)NCc1ccccc1	-5	4	-1	12	7	2	-1	-10	4.1

# Continuation:
smiles	S1P4 antag	EP2 antag	NPY1 pot ag	EP2 modulator	NPY Y1 blocker	NPY-Y2 PAM-ag	p97 inhibitor	eIF4E 4G PPI	S1P4 agonist
CCn1c(SCC(=O)Nc2cc(S(=O)(=O)N3CCOCC3)ccc2OC)nnc1-c1ccncc1	-9	8	8	7	-2	6	4	0	-0.7
CCOC(=O)CN(C(=O)CSc1nnc2c(n1)[nH]c1ccc(OC)cc12)c1ccc(F)cc1	-13	9&11	-5	-15&7	5	3	2	1	0.3
CCn1c(C)[n+](CC)c2ccc(S(=O)(=O)NC)cc21	1	9	2	20	3	9	5	6	-1.9
Cn1c(=O)n(C)c2cc([N+](=O)[O-])c(N3CCN(C(=O)c4cccc(F)c4)CC3)cc21	-1	2	5	14	-3	1	-8	-2	-0.2
COc1ccc(CC2(CO)CCN(Cc3cccnc3)CC2)cc1	-6	11	8	-20	3	-14	-3	-1	-1.9
COc1ccc2c(c1)c(C(=O)N/N=C/c1ccccc1Cl)c(C)n2C	6	13	-21	-42	.	-41	-2	-2	1.0
CCOC(=O)c1ccccc1NC(=O)C1COc2ccccc2O1 (configuration not stated)	10	11	-12	72*	14	-5	0	4	-0.4
N#C/C(=C\c1c(N2CCCCC2)nc2ccccn2c1=O)S(=O)(=O)c1ccccc1	6	16	32	-1	.	13	5	3	-0.2
CCOC(=O)c1sc2nc(CC(=O)OC)nc(NCCN(CC)CC)c2c1C	-18	9	1	-13	4	-8	2	.	2.2
Cc1ccc(NC(=O)CCS(=O)(=O)c2cccc3nonc23)cc1	-19	0	-4	-20	1	5	5	4	-0.4
Cc1ccc(C)c(N2CCN(C(=O)Cc3c(C(=O)O)[nH]c4ccc(Cl)cc34)CC2)c1	1	13	24	35	.	4	0	4	0.1
CCCn1c(C(Cc2ccccc2)NC(=O)COC)nc2ccccc21 (configuration not stated)	-9	8	11	18	7	-2	-10	4	0.6
CCOC(=O)c1[nH]c2cc3c(cc2c1NC(=O)CN1CCC2(CC1)OCCO2)OCO3	-10	26	-4	-2	-5	-2	-2	-11	1.6
O=C(c1ccc2c(c1)N(Cc1ccccc1)C(=O)CS2)N1CCOCC1	6	5	15	27	-2	-3	7	2	0.7
CC(=O)/C(CN1CCCCC1)=N\O	3	7	2	11	0	-2	12	2	-0.2

# Source: PubChem (several laboratories)
